HSF1 inh – HSF1 inhibition; NIH3T3-HGL HSE-luciferase, MG132-induced, luminescence 8 h; hits give low values; activity change, negative = inhibition, % at 7.5 µM (by protocol); 300,000 compounds, 0.77% hits;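 active = more than half of replicate wells show activity change below -50%, luminescence cut by over half; inconclusive = some wells, but at most half, below -50%; inactive = no replicate well below -50%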;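 also: luciferase reports HSF-1 transcriptional activity via heat shock element; 0% = median of DMSO wells and -100% = zero luminescence signal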
HSP90 refold inh – blocks HSP90-mediated luciferase refolding in reticulocyte lysate. Rabbit reticulocyte lysate, luciferase refolding luminescence, 3 h. 290,000 compounds, 0.91% hits. AID 1789. inhibition, % at 5.6 µM;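 active = inhibition above the screen-wide mean plus 3 SD, computed separately per campaign, cut at about 16% in these data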;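 also: 0% = DMSO wells and 100% = 60 µM geldanamycin wells; inhibitors lower the luminescence because luciferase stays unfolded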
aSyn 5UTR inh – 5' untranslated region of α-synuclein, MLPCN primary screen | AID 1813 | inhibition, % (tested at 7.5 µM) | 300,000 compounds, 0.82% hits | alpha-synuclein 5'UTR reporter, inhibitor activity; in the data active = inhibition above about 60%; inconclusive = no clear call, values can overlap the other calls;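 also: H4 neuroglioblastoma cells stably carrying SNCA 5'UTR luciferase fusion; 0% = DMSO wells and 100% = positive control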
IEC-6 cytotox – counter-screen for KLF5 inhibitors: cytotoxicity in IEC-6 cells; AID 1825; inhibition, % at 5 µM; IEC-6 cytotoxicity, luminescence viability; 290,000 compounds, 0.78% hits; in the data active = inhibition above about 22%;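 also: 0% = plate median of test compound wells and 100% = cytotoxic reference compound wells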
KLF5 inh – kruppel-like factor 5 inhibition; 290,000 compounds, 0.23% hits; inhibition, % at 5 µM; DLD-1 KLF5 promoter-luciferase reporter, luminescence; AID 1700;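 active = inhibition above a per-plate limit of that plate's mean compound inhibition plus 3 SD, cut at about 60% in these data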;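 also: 0% = DMSO wells and 100% = LY294002 at 200 µM; higher means less KLF5 promoter-driven luciferase light; inactives centre near -14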
GSK3 alpha inh – human GSK-3 alpha kinase inhibition; ADP-Glo luminescence, 60 min; P49840; inhibition, % at 10 µM; 320,000 compounds, 0.1% hits;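 in the data active = inhibition above about 50%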;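 also: GST-tagged GSK-3 alpha with peptide substrate and 25 µM ATP; 0% = DMSO neutral wells and 100% = GW8510 positive control wells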
Target sequence (P49840 whole entry, looked up): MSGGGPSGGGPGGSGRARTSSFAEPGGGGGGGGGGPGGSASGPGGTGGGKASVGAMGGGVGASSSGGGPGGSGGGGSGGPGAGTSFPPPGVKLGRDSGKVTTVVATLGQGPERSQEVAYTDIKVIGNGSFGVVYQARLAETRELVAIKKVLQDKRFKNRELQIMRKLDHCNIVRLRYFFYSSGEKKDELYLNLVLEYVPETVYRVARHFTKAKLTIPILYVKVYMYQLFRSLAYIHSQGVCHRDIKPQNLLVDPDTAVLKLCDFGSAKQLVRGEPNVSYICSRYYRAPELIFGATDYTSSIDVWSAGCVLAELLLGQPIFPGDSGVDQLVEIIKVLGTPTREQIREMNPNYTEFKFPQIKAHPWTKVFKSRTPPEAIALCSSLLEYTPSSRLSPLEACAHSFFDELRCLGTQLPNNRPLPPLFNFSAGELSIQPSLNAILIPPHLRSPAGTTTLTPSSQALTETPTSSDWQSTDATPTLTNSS
HSF-1 act – increases HSF-1 driven luciferase reporter signal | NIH3T3-HGL HSF-1 luciferase reporter, MG132, 8 h; 100% = twice DMSO control signal | activation, % at 9 µM | 300,000 compounds, 1.7% hits;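 active = mean replicate activation of at least 50% with a set share of replicates each reaching 50%; inconclusive = only one of those two conditions met; inactive = mean below 50% and too few replicates reaching it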;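 also: 0% = median of the neutral control wells and 100% = twice that signal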
HIF act – HIF pathway transcriptional activation; U2OS HRE-luciferase reporter, luminescence; normalized: DMSO 0%, desferrioxamine 100%; activation, % at 7.5 µM (by protocol); 300,000 compounds, 0.32% hits;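 active = mean activation of at least 10% of the iron chelator positive control signal, with at least half of replicates also reaching 10%; inconclusive = mean and replicate majority disagree about reaching 10%; inactive = mean and most replicates under 10%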
GSK3B inh – human GSK3beta kinase inhibition; P49841; GST-GSK3beta kinase, ADP-Glo luminescence, 60 min; hits give low values; activity score (negative = inhibition), % at 10 µM; 300,000 compounds, 0.038% hits;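 active = more than half of replicate wells score below -50%, meaning over 50% inhibition versus plate controls; inconclusive = some replicates but at most half score below -50%; inactive = no replicate scores below -50%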;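 also: 0% = median DMSO wells and -100% = median GW8510 positive control wells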
Target sequence (P49841 whole entry, looked up): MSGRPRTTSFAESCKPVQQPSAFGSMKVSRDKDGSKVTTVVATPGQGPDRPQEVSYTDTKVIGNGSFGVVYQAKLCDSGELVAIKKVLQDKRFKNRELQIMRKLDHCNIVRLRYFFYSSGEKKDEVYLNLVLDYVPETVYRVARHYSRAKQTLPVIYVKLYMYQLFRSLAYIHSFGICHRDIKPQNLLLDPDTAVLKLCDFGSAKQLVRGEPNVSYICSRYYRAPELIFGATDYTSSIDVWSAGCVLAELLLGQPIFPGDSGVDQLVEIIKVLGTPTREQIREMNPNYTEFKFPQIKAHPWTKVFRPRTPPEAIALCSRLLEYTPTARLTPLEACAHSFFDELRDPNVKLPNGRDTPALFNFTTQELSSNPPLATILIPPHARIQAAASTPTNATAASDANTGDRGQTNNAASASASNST
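Test system – GST-tagged human GSK3beta kinase, cell-free · Incubation – 60 min enzyme reaction, room temperature · Signal – ADP-Glo luminescence · Also added – peptide substrate and ATP at 25 µM · Controls – DMSO neutral wells and GW8510 at 20 µM as positive · Buffer or medium – Tris/MgCl2 kinase buffer · Measure – Luminescence-derived activity versus plate DMSO and GW8510 wells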
AI-2 QS mod – modulates the Vibrio harveyi AI-2 quorum sensing system; Vibrio harveyi JMH597 AI-2 luminescence/OD600 ratio, 9 h; hits give low values; strain lacks LuxN and CqsS sensors; 0 = neutral-control median; activity change, % at 7.5 µM; 300,000 compounds, 0.4% hits; in the data active = activity change below about -75%, passing the limit was not always enough; inconclusive = no clear call, values can overlap the other calls;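 also: luminescence divided by OD600 gain over 9 h not by final OD600 alone; inactives centre near 13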
The depositor's hits bear a star; ? = inconclusive; . = no result given.

SMILES	HSF1 inh	HSP90 refold inh	aSyn 5UTR inh	IEC-6 cytotox	KLF5 inh	GSK3 alpha inh	HSF-1 act	HIF act	GSK3B inh	AI-2 QS mod
CCOc1ccc(NS(=O)(=O)c2ccc(C(=O)NCC(c3cccs3)N3CCOCC3)cc2)cc1 (stereo not drawn)	-1	.	13	.	.	1	-3	0.6	0	9
C=CCSc1cc(C)nc2c(-c3ccc(Cl)cc3)c(C)nn12	14	5	25	3	-12	1	10	-0.6	0	11
CCOC(=O)c1ccc(Cl)c(S(=O)(=O)N2CCCC2)c1	-4	0	21	-3	-6	0	1	0.0	-2	4
CCCC(=O)Nc1cc2c3c(c1)CC(=O)N3CCC2	-5	0	1	4	-20	3	2	-0.2	2	5
CCOc1ccc(CC(=O)NNC(=O)NC2CCCCC2)cc1	-2	3	-8	0	-4	-4	1	-0.2	3	15
O=C(NC1CCN(C(=O)c2cccc([N+](=O)[O-])c2)CC1)c1ccccc1	-7	-4	2	5	-3	0	-3	-1.3	2	26
CCOC(=O)CC1C(=O)NCCN1S(=O)(=O)c1ccc(C)cc1 (stereo not drawn)	-3	0	-11	2	-4	1	2	-0.3	-4	20
CC(C)Sc1nnc(NC(=O)c2ccco2)s1	19	1	-64	4	-94	1	27	1.3	3	24
COc1ccc(C(=O)N2CCN(CCc3ccccc3)CC2)cc1[N+](=O)[O-]	0	1	24	-3	0	0	-3	-0.1	2	2
Cn1c(N)c(C(=O)c2ccc(C#N)cc2)c(=O)n(C)c1=O	-6	0	6	1	-3	1	-4	-0.3	-2	13
O=C(NC1CCN(Cc2ccccc2)CC1)C1CCN(S(=O)(=O)c2ccc(Cl)cc2)CC1	-1	1	0	0	-27	-1	-4	-0.2	1	22
CCc1ccc(N/C(SC)=C(/C#N)C(N)=O)cc1	10	-3	-33	-7	-36	11	18	0.4	-7	15
Cc1cc(C(C#N)c2ccc(Cl)cc2)c(Cl)cc1NC(=O)c1cc(I)cc(I)c1O (stereo not drawn)	-14	.	-29	.	.	3	-1	-0.3	2	5
CS(=O)(=O)n1nc(-c2ccc(Cl)cc2)nc1SCc1ccccc1	14	2	-112	-6	-100	-2	-10	2.2	1	35
CCCCNC(=S)NNC(=O)CCn1nc(C)c(Br)c1C	-1	1	5	2	9	-2	8	0.2	-6	31
Cc1ccc(-c2nn(CC(=O)NCc3ccccn3)c(=O)c3ccccc23)cc1S(=O)(=O)N(C)C	3	-1	-5	3	-3	-1	4	-0.2	4	13
CC1=C(C(=O)OCC2CCCO2)C(c2ccc(Cl)cc2)NC(=O)N1 (stereo not drawn)	23	-1	9	-7	-28	-1	30	-1.0	0	30
CC(C)N(Cc1nc(-c2ccccc2)no1)C(=O)CN(C)S(=O)(=O)c1ccccc1	8	-4	6	-1	3	-1	13	-0.2	2	37
O=C(NCc1ccco1)/C(=C/c1cccnc1)NC(=O)c1ccco1	-9	1	-14	4	-33	.	-4	-0.2	0	13
CC(C)Nc1nc(Oc2ccc(=O)n(-c3ccccc3)n2)nc(N(C)C)n1	-4	3	7	4	7	-1	-2	-0.2	-1	17
Cc1nnc(NC(=O)c2oc3c(ccc4ccccc43)c2C)s1	5	0	5	0	-8	0	12	1.0	-3	30
CC(=O)c1ccc(NC(=O)C(C)Sc2nnc(C3CCCCC3)o2)cc1 (stereo not drawn)	0	1	-128	4	-40	-6	-4	0.3	1	15
COc1ccc(OC)c(S(=O)(=O)N2CCc3ccccc3C2)c1	13	5	1	2	-2	-3	46	1.0	.	.
CSc1ccccc1NC(=O)c1ccc(N2CC3CC(C2)c2cccc(=O)n2C3)c(NC(=O)c2cccnc2)c1 (stereo not drawn)	6	-4	38	3	4	-1	0	-0.4	-5	26
O=C(C1CC(c2ccc(F)cc2)=NO1)N1CCCc2ccccc21 (stereo not drawn)	-2	4	9	-4	-14	-2	9	0.4	2	-18
O=C(CSCSCC(=O)NCC1CCCO1)NCC1CCCO1 (stereo not drawn)	-1	0	3	3	-14	-1	8	-0.5	2	7
CCOC(=O)Cc1csc(NC(=O)CCCCCN2C(=O)c3ccccc3C2=O)n1	8	-4	7	0	1	-5	19	-0.3	0	25
Nc1nnc(-c2ccccc2)c(-c2ccccc2)n1	2	3	12	-6	-31	-1	0	-0.8	2	14
CC(C)(C)NC(=O)c1ccc(COc2ccccc2Br)o1	2	-1	-9	0	-59	-2	7	0.5	2	22
Cc1ccc([N+](=O)[O-])cc1NC1CC(O)C(CO)O1 (stereo not drawn)	-4	-1	-2	-4	-5	.	6	0.1	-3	4
Cc1ccc(C(=O)OC2=CC(=O)CC(C)(C)C2)cc1	-5	2	-16	-1	-17	-3	1	-0.4	0	10
O=C(CSc1nnc(-c2c[nH]c3ccccc23)o1)c1ccc(-c2ccccc2)cc1	3	-4	-17	2	-8	0	9	0.1	-5	36
COc1cc2c(C(=O)O)c(C)n(-c3ccccc3)c2c2ccccc12	-3	0	4	0	12	1	-3	-0.2	1	18
CCc1cc(=O)oc2cc3occ(C)c3cc12	-3	-4	5	6	-18	8	4	0.5	-1	10
O=C(CCC(=O)Nc1ccc(F)cc1)N/N=C/c1ccc(F)cc1	4	1	-1	6	-21	0	-11	0.6	0	-3
CCOC(=O)C1(CCCc2ccccc2)CCN(CC(O)CO)CC1 (stereo not drawn)	.	-2	-16	-1	-44	-6	.	0.0	-4	10
COCCCNC(=S)NNC(=O)c1ccc2c(c1)OCO2	2	-1	13	1	1	0	4	0.0	0	22
CN(C)c1ccc(NC(=O)c2cccc([N+](=O)[O-])c2)c2ccccc12	-9	0	4	0	-17	-3	3	-1.0	-2	14
O=C1c2ccccc2C(=O)C1c1ccc(Br)cc1	-5	-2	-42	3	-102	-2	8	0.3	3	17
O=C(CNC(=O)c1ccccc1)OC1CCCCC1	14	9	-98	-3	-111	-1	5	0.2	-1	9
Cn1nnnc1SCc1csc(Nc2ccccc2)n1	7	3	-109	2	-20	-1	0	2.4	-2	21
COc1ccc(CCC(C)NC2C3CC4CC(C3)CC2C4)cc1 (stereo not drawn)	10	0	19	-10	-11	.	-4	-0.2	1	43
c1csc(C2=NNC(=NC3CCCCC3)SC2)c1	2	1	-165	0	10	-1	15	1.7	1	1
CCCC[C@@H]1C[C@H]1[C@@H](NC(=O)c1ccco1)c1ccc(C(=O)OC)cc1	5	.	-6	.	.	1	6	0.5	0	6
CCCC(C)C(=O)Nc1nc(C)c(-c2csc(Nc3cc(OC)ccc3OC)n2)s1 (stereo not drawn)	-2	-1	?	1	-18	1	15	-4.8	2	42
O=C(NCCN1CCCC1)c1ccc2c(c1)N(Cc1ccc(F)cc1)C(=O)c1ccccc1S2=O (stereo not drawn)	4	-2	-16	-2	1	0	7	0.0	-1	3
CCOC(=O)NNC(=S)Nc1c(C)n(C)n(-c2ccccc2)c1=O	0	4	-23	-6	8	1	-9	0.0	0	8
O=C(NCCCN1CCOCC1)c1ccc(S(=O)(=O)N2CCOCC2)cc1	3	4	23	-2	-21	-2	5	0.3	0	19
Cc1onc(-c2ccccc2)c1C(=O)Nc1ccc(NC(=O)c2c(-c3ccccc3)noc2C)cc1	-3	.	-2	.	.	1	4	0.0	0	3
O=C(O)c1ccc(-c2noc(-c3ccccc3F)n2)cc1	-7	.	-58	.	.	7	0	-1.7	0	36
CCN(CC)C(=O)c1ccc(N)cc1	-2	1	4	-1	-16	-1	-8	0.5	1	15
FCCCOc1ccc(CN2CCN(c3ccccc3F)CC2)cc1	-3	0	2	0	-7	0	-10	-0.6	1	-4
Cc1cc(N2CCCC2)nc(SCC(=O)c2ccccc2)n1	25	2	-89	-4	-43	-1	22	1.5	1	12
CCN(CCCNC(=O)CCn1c(=O)[nH]c2ccsc2c1=O)c1ccccc1	-62*	0	13	4	4	-3	-70	0.0	2	31
Cc1onc(-c2c(F)cccc2Cl)c1C(=O)NCc1ccc(F)cc1	-3	5	4	-3	13	-3	-14	-0.2	9	-2
C=CCn1c(Cc2cccs2)nnc1SCC(=O)NCc1ccco1	-2	2	15	-3	-17	0	20	-0.6	3	13
O=C(COc1ccc(F)cc1)NCCCn1ccnc1	4	6	-8	5	0	.	10	0.5	2	1
CCc1ccc(N2CC(C(=O)Nc3cc(C)ccc3F)CC2=O)cc1 (stereo not drawn)	-1	-1	10	2	-7	-1	-8	.	1	8
COCc1[nH]nc2c1C(c1c(F)cccc1Cl)C(C#N)=C(N)O2 (stereo not drawn)	.	-3	.	0	-28	1	.	.	2	30
Clc1ccc(-n2c(SC/C=C/c3ccccc3)nnc2-c2cccnc2)cc1	38	6	2	5	-29	0	69*	0.4	-1	10
(list continues)
SMILES	HSF1 inh	HSP90 refold inh	aSyn 5UTR inh	IEC-6 cytotox	KLF5 inh	GSK3 alpha inh	HSF-1 act	HIF act	GSK3B inh	AI-2 QS mod
N#Cc1ccc(OCc2noc(-c3ccsc3)n2)cc1	20	2	-81	7	-2	-1	?	0.5	0	-1
COc1cccc(CCNC(=O)COc2cccc3c2OC(C)(C)C3)c1	-1	.	1	.	.	-2	3	-0.3	2	8
O=C(c1ccccc1)n1nnc2ccccc21	-4	-3	8	-3	-20	-2	0	0.0	-2	6
CC(=O)NC1=NC(=O)/C(=C/N2CCCCC2)S1	4	-3	-18	-2	-33	-1	-2	-0.5	-2	41
COc1ccc2nc(C)cc(N/N=C/c3cccc(OC)c3O)c2c1	29	-2	100*	-4	3	.	33	-3.2	1	12
Cc1cc2nc(Cl)c(Cl)nc2cc1C	-2	-1	17	-3	-26	-3	3	0.0	0	-3
COc1ccc(OC)c(N(CC(=O)N2CCCCC2)S(=O)(=O)c2ccc(OC)c(OC)c2)c1	9	4	8	0	1	-1	-12	0.5	4	14
O=C(Nc1nncs1)c1cc(S(=O)(=O)N2CCOCC2)ccc1Cl	-5	1	20	-4	-14	4	-3	-0.2	0	11
COc1cc(C(=O)N(Cc2cccc(Cl)c2)C2CCS(=O)(=O)C2)cc(OC)c1OC (stereo not drawn)	3	2	15	-1	8	0	6	0.0	-2	10
COc1cnc(-c2ccccc2)nc1Oc1ccccc1C	0	-3	7	1	-32	2	0	0.0	1	16
O=C(Cc1ccc(Br)cc1)Nc1nc2ccccc2[nH]1	4	-2	-28	0	-20	2	20	1.2	4	29

3 structures already listed, arranged by number of heavy atoms, descending.
SMILES	HSF1 inh	HSP90 refold inh	aSyn 5UTR inh	IEC-6 cytotox	KLF5 inh	GSK3 alpha inh	HSF-1 act	HIF act	GSK3B inh	AI-2 QS mod
COc1cc(C(=O)N(Cc2cccc(Cl)c2)C2CCS(=O)(=O)C2)cc(OC)c1OC (stereo not drawn)	3	2	15	-1	8	0	6	0.0	-2	10
COc1ccc2nc(C)cc(N/N=C/c3cccc(OC)c3O)c2c1	29	-2	100*	-4	3	.	33	-3.2	1	12
O=C(Cc1ccc(Br)cc1)Nc1nc2ccccc2[nH]1	4	-2	-28	0	-20	2	20	1.2	4	29

Bioassay records from PubChem.
